sdo1 growth: compounds rescuing growth of sdo1-depleted yeast, bone marrow failure model | S. cerevisiae sdo1-depleted JHY4D growth rescue, OD600 30 h; active compounds read high; pdr5 snq2 efflux-pump mutant strain | AID 817 | 140,000 tested, 0.21% active | z-score at 10 µM;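 active means z-score above 3 at both the 24 hr and the 30 hr optical density reads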;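 further: z-score against mean and SD of all compound wells on the same plate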
INS promoter inh: TRM-6 insulin promoter activity inhibition; TRM-6 cells (human fetal islet line), insulin promoter-eGFP reporter, imaging; reporter expression induced with tamoxifen; inhibition, % at 2 µM; 130,000 tested, 0.9% active;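 active means inhibition above the mean plus 3 SD, with well images judged a real hit on visual review, cut at about 60% in these data, passing the limit was not always enough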
sdo1 growth Rescue 24 h: recorded beside sdo1 growth, whose call it bears; z-score; S. cerevisiae sdo1-depleted JHY4D growth rescue, OD600; measured here: growth rescue at 24 h;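 0 is the plate mean of compound wells and units are plate SD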
Starred values were filed as active, the others as inactive; · = not tested or not shown.

SMILES	sdo1 growth	sdo1 growth Rescue 24 h	INS promoter inh
Nc1nonc1-n1nnc(C(=O)N/N=C/c2cc(Br)ccc2O)c1CSC1=NCCS1	-1.6	-0.97	·
COC(=O)c1nc(NC(=O)c2ccccc2Cl)n[nH]1	0.91	1.2	2
COCCCn1c(CCC(=O)O)ccc1-c1ccc(F)cc1	1.1	1.3	-15
CCOC(=O)Cc1csc(SCC(=O)Nc2cc(Cl)ccc2Oc2ccccc2)n1	-1.5	-1	-31
CCCC(C(=O)NC1=NCCS1)c1ccccc1 (configuration not stated)	·	·	-17
CCOC(=O)c1ncn2c1C(=O)OC2(C)C	0.4	0.35	·
Cc1nc2c(-c3ccc(F)cc3)c(C)nn2c(C)c1CCC(=O)N1CCOCC1	0.45	0.44	·
CSc1ccccc1NC(=O)CSCc1ccc(Br)cc1	-0.74	-0.87	-16
COCCCNC(c1ccccc1)c1ccncc1 (configuration not stated)	0.83	0.73	·
CC1(C)CC(NC(=O)COc2ccc([N+](=O)[O-])cc2)CC(C)(C)N1	·	·	6
O=C(c1ccco1)N1N=C(c2ccc3nccnc3c2)CC1c1ccccc1 (configuration not stated)	·	·	-33
Oc1ccc(N2CCN(C(=S)NCc3ccccc3)CC2)cc1	·	·	42
CCCCC(CC(O)COCC(C)C)C(=O)NN (configuration not stated)	·	·	-13
CCOc1ccc(N(CC(=O)NN=C2CCN(C)CC2)S(C)(=O)=O)cc1	0.15	-0.25	-24
CCCCOc1ccc(/C=N/NC(=O)c2csc(C)c2C)cc1	-0.59	-0.98	10
Cc1ccc(-n2c(CNC(=O)c3cccs3)nnc2SCC(=O)NO)cc1	·	·	-44
COc1ccc(NC(=O)C(Cl)=C(Cl)Cl)cn1	·	·	55
COc1cccc(C(=O)C[n+]2ccccc2/C=N/O)c1	0.78	0.71	·
Cc1ccc(C)c(CSc2nnc([C@@H](N)C(C)C)o2)c1	-2	-1.9	-48
COc1cc(/C=C2/C(=N)N3OC(C)=CC3=NC2=O)ccc1OC(=O)c1ccco1	·	·	15
CCOc1ccc(/C(O)=C2/C(=O)C(=O)N(CCN(C)C)C2c2ccccc2)cc1Cl (configuration not stated)	0.43	0.46	·
CC[C@H](C)[C@@H]1NC(=O)c2cc([N+](=O)[O-])cc(F)c2OCC[C@@H](C(N)=O)NC(=O)[C@H](CCCCN)NC1=O	-0.58	-0.69	-45
c1ccc(NC(=NCc2ccco2)c2ccccc2)cc1	0.24	0.1	·
CCCn1c(=N)n(CC(=O)O)c2ccccc21	1.7	1.2	-12
CCOc1cc(/C=N/n2nnnc2N)ccc1OCc1c(C)no[n+]1[O-]	0.19	-1.2	6

(more compounds)
SMILES	sdo1 growth	sdo1 growth Rescue 24 h	INS promoter inh
c1ccc(-c2ncc(CSc3nncn3-c3ccccc3)s2)cc1	-0.48	-0.84	-13
CCCCOc1ccc(NC(=O)c2cc(F)c(F)cc2Cl)cc1	-1.5	-1.8	38
O=C(c1ccccc1)N(Cc1ccco1)C1CCS(=O)(=O)C1 (configuration not stated)	0.11	-0.32	-34
Cc1cc(C)cc(NS(=O)(=O)c2ccc(NC(=S)NC(=O)c3ccc(Br)o3)cc2)c1	-1.4	-0.66	23
CCCOc1ccc(/C(CC)=N/NC(=O)C2(C)CC2(Br)Br)cc1 (configuration not stated)	-0.88	-0.95	3
COc1cc(C(=O)Nc2cccc(-c3nc4cc(C)ccc4o3)c2)cc(OC)c1OC	-1.2	0.99	71*
CCc1ccc(OCC(=O)N/N=C2\CC(=O)c3ccccc32)cc1	0.32	-0.24	34
CN(C)S(=O)(=O)c1cccc(C(=O)Nc2ccc(Cl)cn2)c1	-2	-0.8	38
O=C(NNc1ccccn1)c1ccccc1CC[N+](=O)[O-]	·	·	9
CO/N=C(/CS(=O)(=O)Cc1ccccc1Cl)c1ccc(Cl)cc1Cl	0.58	1.6	16
CCCC(=O)NCc1ccc2c(c1)cc(C)n2C	-1.2	-1.5	·
Cc1nc2ccccc2c(=O)n1NCc1cc(Br)cs1	0.66	0.91	-50
COc1ccc(C)cc1-n1nnnc1SCC(=O)Nc1cc(C)on1	-0.1	-0.2	28
COc1ccc(-c2nnc3sc(CCN4C(=O)c5ccccc5C4=O)nn23)cc1	-1.1	-0.8	·
CC(C(=O)NCC1CCCO1)n1cc([N+](=O)[O-])cn1 (configuration not stated)	·	·	12
COc1ccc(-n2cnc3cc(NC(=O)c4ccco4)ccc32)cc1	0.68	-1.5	-17
COc1ccc(-n2c3c(cc(C(=O)Nc4cccc(C)n4)c2=O)C(=O)CC(C)(C)C3)cc1	·	·	-27
COc1cc(C)c(N(C(C)=O)c2ccccc2)c(C)c1	0.97	1.5	-38
O=S(=O)(NC1c2cccc3cccc(c23)C1Sc1ncccn1)c1ccccc1 (configuration not stated)	-1.3	-0.4	3
COc1ccc(CN=C(C)c2c(C(F)(F)F)[nH]n(-c3nc4ccccc4s3)c2=O)cc1	-1.4	-0.54	23
CCCCOC(=O)c1ccc(NC(=O)CSCc2n[nH]c(=O)[nH]2)cc1	0.81	0.57	14
OCCN(CC(O)COc1ccccc1)CC(O)Cn1ccc2ccccc21 (configuration not stated)	0.65	0.38	·
Cc1nn(CC(=O)NCCc2ccccc2)c(=O)c2ccccc12	0.45	0.48	·
Brc1ccc(-c2nnc(-c3cccnc3)c3conc23)cc1	·	·	-344
O=C(Nc1nnc(C2CC2)o1)c1ccc(S(=O)(=O)N2CCCc3ccccc32)cc1	-1.6	-0.42	·

The listing continues.
SMILES	sdo1 growth	sdo1 growth Rescue 24 h	INS promoter inh
Nc1nc(-c2ccc(Cl)cc2)cc(C(F)(F)F)n1	1.3	1.3	0
CCN(CC)c1ccc(NC(=O)CSc2nnc3nc(C)cc(C)n23)cc1	-0.74	-1.3	-14
N#CC1=C(SCC(=O)Nc2ccccc2)NC(=O)CC1c1ccc(O)cc1 (configuration not stated)	0.08	-0.32	·
CC(=O)Nc1ccc(OCC(=O)NCCc2ccc(Cl)cc2)cc1	0.24	-0.01	·
Nc1nc(NCc2cccs2)nn1-c1ccccc1	·	·	49
COc1ccc(C(=O)c2coc3ccc(O)c(CN4CCCC4)c23)cc1	0.53	0.22	·
Cc1cc(C)c(C)c(S(=O)(=O)NCc2ccco2)c1C	-0.98	-0.64	-253
Cc1ccc(-n2c(=S)[nH]c3c(oc4ccccc43)c2=O)cc1	-0.39	-0.63	·
CC1CCCN(CCOCCSc2ccccc2)C1 (configuration not stated)	-0.2	-0.69	9
COc1ccc(-c2nc(CSCC(=O)NC3CCCc4ccccc43)c(C)o2)cc1 (configuration not stated)	-0.55	-0.26	-392
O=C1OC(c2ccccc2)=N/C1=C\C=C\c1ccccc1[N+](=O)[O-]	-0.44	-1	21
COc1ccccc1CNC(=O)COC(=O)Cc1ccsc1	·	·	36
COc1ccc(C(=O)N/N=C/c2ccc(OC)c(CSc3ccccn3)c2)cc1	-1.1	-1.3	-17
O=C(Nc1cccc(F)c1)C1CC(=O)N(c2ccc(Cl)cc2)C1 (configuration not stated)	-0.59	-0.39	-4
Cc1nc2c(cc1C#N)C(=O)c1ccccc1-2	0.94	0.28	-10
O=C(NC(NC(=O)c1ccccc1)c1ccccc1)c1ccccc1	-0.48	-0.37	-120
O=C(NCc1ccccc1)C(Cc1ccccc1)NS(=O)(=O)c1cccc2nsnc12 (configuration not stated)	-0.81	-0.86	-73
CCN(CC)S(=O)(=O)c1ccc2c(c1)c(=O)c(C(=O)N1CCc3ccccc3C1)cn2C	1	1.1	·
O=C(Nc1ccc2c(c1)oc1ccccc12)c1ccc2c(c1)OCO2	1.2	2.4	-65
COc1cc(/C=N/NC(=O)C(=O)NCC2CCCO2)ccc1OCC(=O)N1CCOCC1 (configuration not stated)	·	·	25
CCSc1ccccc1C(=O)NCc1ccco1	-0.41	-1.4	0
CCOc1ccccc1NC(=O)NCc1cccnc1	·	·	46
COc1ccc(N/C=C/C(=O)c2ccc3c(c2)OCO3)cc1OC	2	2.5	33
CC(C)Cc1cc(C(=O)Nc2cc(Br)ccc2O)no1	-2.5	-1.6	·
FC(F)Oc1ccc(NC(=S)Nn2cnnc2)cc1	·	·	-113

Later entries
SMILES	sdo1 growth	sdo1 growth Rescue 24 h	INS promoter inh
CC(C)CCOc1cccc(OCC(=O)NC2CCS(=O)(=O)C2)c1 (configuration not stated)	0.78	-0.08	-21
CCn1c(CN2CCN(CCO)CC2)nc2ccccc21	·	·	21
O=c1c2ccccc2sc2ccc(Cl)cc12	-0.07	0.77	-23
CC(=O)NC(=O)COC(=O)/C=C/c1c(C)nn(Cc2c(Cl)cccc2Cl)c1Cl	-0.32	-0.07	21
COc1ccc(N2C(=O)CC(N(CCc3ccccc3)C(=O)/C=C/C(=O)O)C2=O)cc1 (configuration not stated)	·	·	-17
COC(/C=C/Nc1ccc(Br)cc1)=C(C#N)C#N	-0.33	-0.56	·
CCN(CC)S(=O)(=O)c1ccc(O)c(C(=O)OCC(=O)Nc2ccc(OC(F)(F)F)cc2)c1	·	·	11
CCn1c(SCC(=O)O)nnc1-c1ccccc1	-0.38	-1.1	-38
CN(Cc1ccccc1)C(=O)[C@H]1CCC(=O)N1Cc1ccco1	0.74	1.3	14
CN(C(=S)SCc1ccccc1)C1CCS(=O)(=O)C1 (configuration not stated)	·	·	-35
COc1ccccc1-c1nnc2sc(COc3ccccc3)nn12	-0.55	-0.87	-57
COc1ccc(C(=O)NC(=S)NCc2ccco2)cc1OC	0.36	0.25	-63
O=C(c1ccccc1Sc1c(Cl)cccc1[N+](=O)[O-])N1CCOCC1	0.1	0.28	13
Cc1ccccc1-n1c(C)cc(/C=N/Nc2ccc([N+](=O)[O-])cn2)c1C	0.56	0.96	-61
COc1cccc(OCCCOc2ccccc2C(C)C)c1	1.4	0.74	·
COc1ccccc1C(=O)Oc1ccc(C(C)C)cc1	-0.59	0.55	13
CCOC(=O)C1=C(Nc2cccc(Cl)c2)OCC1=O	-0.83	-1	-19
CC(=O)c1c(C)[nH]c(C(=O)OCC(=O)NCCc2ccc(F)cc2)c1C	-0.63	-1.8	·
CC1(C)CC(=O)C2=C(C1)OC(N)=C(C#N)C2CCc1ccccc1 (configuration not stated)	-2	-1.6	6
COc1ccc(CCNC(=O)NC2CCCCC2)cc1OC	0.31	-0.04	14
C=CCOc1nc(N2CCCC2)nc(N2CCCC2)n1	-0.91	-0.85	-12
COc1cccc(C(=O)CSc2nnc(-c3cccs3)o2)c1	0.14	0.61	-14
CCOc1ccc(S(=O)(=O)N/N=C2/CCCC(=O)C2)cc1	-0.74	-1.3	37
O=C(Nc1ccc([N+](=O)[O-])cc1)c1ccccc1F	·	·	14
CC(C)n1cc(/C=C2/NC(=O)N(c3cccc(Cl)c3)C2=O)c2ccccc21	-0.89	1.3	-66

(continued)
SMILES	sdo1 growth	sdo1 growth Rescue 24 h	INS promoter inh
CC(C)CN1C(=O)c2ccc(C(=O)Nc3ccncc3)cc2C1=O	-0.19	-0.43	-7
Cc1ccc(Nc2nnc(SCC(=O)NCCN3C(=O)CSC3=O)s2)cc1C	1	0.96	·
CCOc1ccc(NC(=NCc2ccc3c(c2)OCO3)SC2CC(=O)N(c3ccc(C(=O)O)cc3)C2=O)cc1 (configuration not stated)	0.48	0	-20
CC(C)C(=O)N(Cc1cc(=O)[nH]c2ccccc12)c1ccccc1	0.3	-0.36	·
CCCNC(=O)COc1cccc(C(=O)NCc2ccccc2)c1	0.65	0.08	-6
COc1ccccc1NC(=O)COC(=O)C1CC2C=CC1C2 (configuration not stated)	·	·	-67
COc1ccc(NC(=O)COc2ccc(N(C)S(=O)(=O)c3ccc(C)cc3)cc2)cc1	-0.86	-1.4	31
CCn1c(SCC(=O)c2ccccc2)nnc1-c1ccoc1C	-1.4	-1.5	58
COc1ccccc1C1N(c2ccc(F)cc2)C(=O)C2CCCN21 (configuration not stated)	-0.6	-0.11	-25
COc1cccc(-c2nc3ccccc3c(=O)n2NC(=O)c2cccnc2Cl)c1	0.25	-0.74	33
COCCN1CN=C(Nc2nc3ccccc3s2)NC1	-0.26	-1	47
Cc1ccc2nc(/C(C#N)=C\c3cc(C)n(-c4cccc([N+](=O)[O-])c4)c3C)[nH]c2c1	-0.83	-1	0

Of the compounds above, 12 have fluorine.
SMILES	sdo1 growth	sdo1 growth Rescue 24 h	INS promoter inh
COCCCn1c(CCC(=O)O)ccc1-c1ccc(F)cc1	1.1	1.3	-15
Cc1nc2c(-c3ccc(F)cc3)c(C)nn2c(C)c1CCC(=O)N1CCOCC1	0.45	0.44	·
CC[C@H](C)[C@@H]1NC(=O)c2cc([N+](=O)[O-])cc(F)c2OCC[C@@H](C(N)=O)NC(=O)[C@H](CCCCN)NC1=O	-0.58	-0.69	-45
CCCCOc1ccc(NC(=O)c2cc(F)c(F)cc2Cl)cc1	-1.5	-1.8	38
COc1ccc(CN=C(C)c2c(C(F)(F)F)[nH]n(-c3nc4ccccc4s3)c2=O)cc1	-1.4	-0.54	23
Nc1nc(-c2ccc(Cl)cc2)cc(C(F)(F)F)n1	1.3	1.3	0
O=C(Nc1cccc(F)c1)C1CC(=O)N(c2ccc(Cl)cc2)C1 (configuration not stated)	-0.59	-0.39	-4
FC(F)Oc1ccc(NC(=S)Nn2cnnc2)cc1	·	·	-113
CCN(CC)S(=O)(=O)c1ccc(O)c(C(=O)OCC(=O)Nc2ccc(OC(F)(F)F)cc2)c1	·	·	11
CC(=O)c1c(C)[nH]c(C(=O)OCC(=O)NCCc2ccc(F)cc2)c1C	-0.63	-1.8	·
O=C(Nc1ccc([N+](=O)[O-])cc1)c1ccccc1F	·	·	14
COc1ccccc1C1N(c2ccc(F)cc2)C(=O)C2CCCN21 (configuration not stated)	-0.6	-0.11	-25

Screening results (PubChem BioAssay)

An excerpt; rates above refer to the full screens.
